Assay outcomes deposited in PubChem BioAssay by Southern Research Specialized Biocontainment Screening Center.
PhoP GFP inhibition: PhoP regulon inhibitors, Salmonella typhi PhoP promoter GFP reporter, confirmatory (AID 1850). Salmonella Typhi PhoP-promoter GFP reporter, fluorescence, 4 h; higher % means a stronger effect. one-dose inhibition, % at 50 µM; IC50 in µM for titrated hits. 310,000 compounds, 0.33% hits; in the data active means a potency from the dose series; inconclusive means inhibition mostly from about 25% at the one dose, without a potency; inactive means the rest, 99 in 100 with inhibition below about 19%;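 further: 0% = induced wells with vehicle and 100% = uninduced wells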
M. tuberculosis: growth inhibition of non-replicating M. tuberculosis (AID 488890). Mycobacterium tuberculosis non-replicating, growth inhibition; higher % means a stronger effect. inhibition, % at 25 µM; hits with a dose series show IC50 in µM. 320,000 compounds, 0.39% hits; in the data active means a potency from the dose series; inconclusive means inhibition mostly from about 82% at the one dose, without a potency; inactive means the rest, 99 in 100 with inhibition below about 76%;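 further: plate controls were DMSO cells for no effect and high antibiotic wells for full effect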
influenza NS1A: H1N1 influenza NS1A inhibitors, functional cell based assay (AID 504329); NS1A functional cell-based assay, percent inhibition; higher % means a stronger effect; inhibition, % at 12.5 µM, or IC50 in µM where a hit was titrated; 340,000 compounds, 0.3% hits; in the data active means a potency from the dose series; inconclusive means inhibition above about 27% without an active follow-up result; further: strong numbers were not always called active
M. tuberculosis HTS: M. tuberculosis growth inhibition, HTS (AID 449762) | M. tuberculosis H37Rv growth inhibition, 7H9 media; higher % means a stronger effect | inhibition, % at 25 µM, or IC50 in µM where a hit was titrated | 330,000 compounds, 0.59% hits; in the data active means a potency from the dose series; inconclusive means inhibition above about 70% without an active follow-up result;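 further: bacterial growth assessed after seven days of incubation; strong numbers were not always called active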
VEEV TC-83 Vero: inhibitors of VEEV TC-83 cytopathic effect, confirmation, Vero cells (AID 588727); Vero cells, VEEV TC-83 cytopathic effect inhibition; higher % means a stronger effect; inhibition, % at 20 µM; hits with a dose series show IC50 in µM; 350,000 compounds, 0.13% hits; in the data active means a potency from the dose series; inconclusive means inhibition mostly from about 14% at the one dose, without a potency; inactive means the rest, 99 in 100 with inhibition below about 12%; further: strong numbers were not always called active
VEEV TC-83 Vero 10K pilot screen: also measured in VEEV TC-83 Vero; calls as there; inhibition, %; measured here: 10K pilot screen inhibition
The depositor's hits bear a star; i = inactive; ? = inconclusive; . = not tested or not shown.

The first 14 entries (preview)
SMILES	PhoP GFP inhibition	M. tuberculosis	influenza NS1A	M. tuberculosis HTS	VEEV TC-83 Vero	others
Cc1cccc(-c2noc(CN(C(=O)c3ccc4c(c3)OCO4)C(C)C)n2)c1	4%	22%	0%	5%	2.9%
COC(=O)c1ccc(NC(=O)C2CC3CCC2C3)cc1 (stereo not drawn)	4%	31%	0%	1%	0.7%
COc1ccc(CN2CCN(C(=O)c3ccc(S(=O)(=O)N4CCCCCC4)cc3)CC2)cc1	.	.	-6%	.	5.0%
CCSc1nnc(NC(=O)c2cccc(S(=O)(=O)N(C)c3ccc(C)cc3)c2)s1	-7%	26%	-2%	1%	3.9%
CSc1nnc(Cc2ccc3c(c2)OCO3)o1	4%	7.6µM*	7%	5%	2.4%
COc1cc(Br)c(-c2sc(Nc3ccccc3)n[n+]2-c2ccc(F)cc2)cc1OC	-35%	49%	-9%	63%	2.7%
O=C(CCc1nc2ccccc2c(=O)[nH]1)NCCN1C(=O)S/C(=C\c2ccccc2Cl)C1=O	0%	8%	7%	-11%	8.4%
CC(=O)Oc1ccc2c(c1)C(=O)c1ccccc1CO2	-8%	14%	12%	11%	i
Cc1cccc(N2CCN(C(=O)c3cc4cc(F)ccc4[nH]3)CC2)c1C	2%	2%	-16%	2%	i
CCn1c(C)cc(O)cc1=O	2%	2%	10%	-10%	1.1%
Cc1ccccc1Nc1nc(N)nc(COC(=O)c2cccc(S(=O)(=O)N(C)c3ccccc3)c2)n1	-3%	49%	-9%	-11%	8.6%
CCCCCCC(=O)N1CCC(c2nc3c(nnn3Cc3ccccc3Cl)c(=O)[nH]2)CC1	-7%	66%	0%	?	i
Cc1ccc(/C=C2\SC(=S)N(CCC(=O)NNC(=O)c3cccc(O)c3)C2=O)cc1	8%	2%	8%	9%	3.6%
COc1ccc(NS(=O)(=O)c2cc3c(cc2C)NC(=O)CO3)c(OC)c1	-2%	3%	3%	2%	0.8%	VEEV TC-83 Vero 10K pilot screen=0.6

The whole of this part, previewed entries included:
SMILES	PhoP GFP inhibition	M. tuberculosis	influenza NS1A	M. tuberculosis HTS	VEEV TC-83 Vero	others
Cc1cccc(-c2noc(CN(C(=O)c3ccc4c(c3)OCO4)C(C)C)n2)c1	4%	22%	0%	5%	2.9%
COC(=O)c1ccc(NC(=O)C2CC3CCC2C3)cc1 (stereo not drawn)	4%	31%	0%	1%	0.7%
COc1ccc(CN2CCN(C(=O)c3ccc(S(=O)(=O)N4CCCCCC4)cc3)CC2)cc1	.	.	-6%	.	5.0%
CCSc1nnc(NC(=O)c2cccc(S(=O)(=O)N(C)c3ccc(C)cc3)c2)s1	-7%	26%	-2%	1%	3.9%
CSc1nnc(Cc2ccc3c(c2)OCO3)o1	4%	7.6µM*	7%	5%	2.4%
COc1cc(Br)c(-c2sc(Nc3ccccc3)n[n+]2-c2ccc(F)cc2)cc1OC	-35%	49%	-9%	63%	2.7%
O=C(CCc1nc2ccccc2c(=O)[nH]1)NCCN1C(=O)S/C(=C\c2ccccc2Cl)C1=O	0%	8%	7%	-11%	8.4%
CC(=O)Oc1ccc2c(c1)C(=O)c1ccccc1CO2	-8%	14%	12%	11%	i
Cc1cccc(N2CCN(C(=O)c3cc4cc(F)ccc4[nH]3)CC2)c1C	2%	2%	-16%	2%	i
CCn1c(C)cc(O)cc1=O	2%	2%	10%	-10%	1.1%
Cc1ccccc1Nc1nc(N)nc(COC(=O)c2cccc(S(=O)(=O)N(C)c3ccccc3)c2)n1	-3%	49%	-9%	-11%	8.6%
CCCCCCC(=O)N1CCC(c2nc3c(nnn3Cc3ccccc3Cl)c(=O)[nH]2)CC1	-7%	66%	0%	?	i
Cc1ccc(/C=C2\SC(=S)N(CCC(=O)NNC(=O)c3cccc(O)c3)C2=O)cc1	8%	2%	8%	9%	3.6%
COc1ccc(NS(=O)(=O)c2cc3c(cc2C)NC(=O)CO3)c(OC)c1	-2%	3%	3%	2%	0.8%	VEEV TC-83 Vero 10K pilot screen=0.6
CSc1ccc(C(=O)C2CCCN(C(=O)c3ccc(C)nc3)C2)cc1 (stereo not drawn)	1%	38%	4%	2%	i
Cc1cc(Nc2ccc(Cl)cc2)nc(N2CCOCC2)n1	-8%	-12%	.	-4%	0.8%
N#CCSc1nc2cc(C(=O)N3CCCC3)ccc2c(=O)n1Cc1ccccc1	4%	19%	7%	6%	0.2%
c1csc(Cc2nn3c(-c4n[nH]c5c4CCC5)nnc3s2)c1	-18%	?	3%	47%	3.9%
COc1cc([N+](=O)[O-])c2ncsc2c1	-4%	-23%	4%	3%	0.2%
O=C(N1CCCCCC1)N1CCN(S(=O)(=O)c2cccc([N+](=O)[O-])c2)CC1	-2%	10%	-8%	5%	0.6%
COc1ccc(/C=C(\NC(=O)c2cccs2)C(=O)Nc2ccc(C)cc2)cc1OC	-3%	-19%	-7%	-1%	i	VEEV TC-83 Vero 10K pilot screen=0.1
COc1ccc2c(-c3ccc(OCCN4CCOCC4)cc3)c(-c3ccccc3OC)sc2c1	.	.	-1%	.	2.0%
CN[C@@H]1C[C@@H](c2ccc(Cl)c(Cl)c2)c2ccccc21	10%	79%	.	?	.
COC(=O)c1cc2sccc2n1CC(=O)Nc1cccc(SC)c1	-10%	8%	-5%	-1%	0.8%
COC(=O)c1ccc(N2CCN(S(=O)(=O)c3ccc4ccccc4c3)CC2)c([N+](=O)[O-])c1	-2%	19%	1%	-4%	i
Cc1cc(N2CCC(C)CC2)n2nc(C)c(-c3ccccc3)c2n1	3%	5%	8%	2%	5.6%
CN1CCN(c2ccccc2NC(=O)c2cccc([N+](=O)[O-])c2)CC1	8%	-1%	-5%	-8%	i
CC(C)(C)c1ccc(NC(=O)c2c(F)cccc2Cl)cc1	5%	4%	11%	-7%	0.9%
Cc1cc(C)c2oc(-c3cccc(NC(=O)c4ccc(F)cc4)c3)nc2c1	1%	0%	4%	5%	5.6%
CSc1ccc(CCNC(=O)CCc2nnc3ccc(N4CCCCC4)nn23)cc1	-4%	58%	26%	22%	6.3%
O=C(OCC(=O)N(C1CCCCC1)C1CCCCC1)c1ccc(O)cc1	1%	-4%	0%	5%	0.5%
Cc1cc(C)n2nc(-c3ccc(Br)cc3)cc2n1	-10%	21%	-23%	4%	1.3%
COC(=O)c1c(NC(=O)C(=O)N2CCOCC2)sc2c1CCC2	14%	12%	4%	9%	i
CN1CCN(c2oc(-c3ccccc3F)nc2S(=O)(=O)c2ccc(Cl)cc2)CC1	7%	52%	12%	18%	4.2%
CCC(=O)Nc1cc2c3c(c1)CCC(=O)N3CCC2	-4%	-7%	7%	-1%	0.2%
Fc1ccc(/C=N/Nc2nccnc2Cl)cc1	-4%	-2%	-9%	6%	i
Cc1ccc(N=C/C(C(=O)C(F)(F)F)=C(\O)c2cccs2)cc1	1%	8%	-1%	24%	5.8%
COc1ccc(CNC(=O)[C@H](NC(=O)C2CCN(C(=O)[C@@H](N)CCSC)CC2)C(C)C)cc1	6%	7%	-7%	-8%	0.8%
Cc1ccc(C(=O)NCCCNC(=O)c2cccnc2)cc1	6%	1%	11%	8%	i
CC(C)(C)c1ccc(S(=O)(=O)NCc2ccc(C(=O)NCc3ccccn3)cc2)cc1	-1%	11%	-2%	3%	0.2%
CC(C)(C)c1csc(NC(=O)Cn2cnc3ccccc3c2=O)n1	-9%	51%	-4%	12%	1.1%
CC(C)CCNC(=O)c1c(CSc2ccccc2)noc1C(=O)NCc1ccccc1	-4%	7%	-15%	0%	3.0%
COc1cc2c(cc1OC)C1=C(C#N)COCN1CC2	-3%	7%	3%	-8%	1.7%
COc1ccc(NCC(=O)Nc2ccc(Br)cc2F)c(OC)c1	17%	?	1%	?	3.8%
COc1cc(C(=O)NCC2(c3ccccc3)CCCC2)cc(OC)c1OC	3%	11%	-6%	-7%	0.1%
Cc1cccc(C)c1NC(=O)CN(c1ccccn1)S(=O)(=O)c1ccccc1	-5%	15%	-10%	0%	0.5%
CC1=C(C#N)C(NC(=O)C2CC2)(C(F)(F)F)C(=O)N1 (stereo not drawn)	2%	-4%	-7%	-10%	6.9%
Cc1n[nH]c(C)c1CCN(C)Cc1cn(C)nc1-c1ccc2c(c1)OCCO2	8%	26%	-4%	-2%	0.1%
COc1ccccc1C1CCN(c2cc(O)ccc2[N+](=O)[O-])CC1	-1%	19%	5%	43%	1.5%
CCO[C@@H]1OC(C(=O)Nc2ccccc2)=C[C@H](c2ccc3c(c2)OCO3)[C@H]1CCCO	-1%	4%	-3%	13%	9.6%
Continuation:
SMILES	PhoP GFP inhibition	M. tuberculosis	influenza NS1A	M. tuberculosis HTS	VEEV TC-83 Vero	others
CCOC(=O)NNS(=O)(=O)c1cc(Br)ccc1Br	-3%	4%	-4%	1%	1.3%
CC(C)c1[nH]nc2c1C(Cc1ccccc1)C(C#N)=C(N)O2 (stereo not drawn)	0%	28%	15%	4%	3.0%
Cc1[nH]c(C)c(S(=O)(=O)N2CCN(c3ccccc3)CC2)c1C(=O)N1CCCCC1	3%	7%	1%	1%	0.4%
CCn1c(SCC(=O)NNC(=O)Cc2ccccc2)nnc1-c1ccccc1	-16%	-8%	0%	-9%	1.4%
COc1ccc(C(CNC(=O)C(=O)Nc2ccc3c(c2)OCCO3)N2CCN(C)CC2)cc1 (stereo not drawn)	8%	4%	2%	0%	1.2%
C=CCN1C(=O)c2ccc(C(=O)NCCc3ccc(F)cc3)cc2C1=O	-3%	-7%	7%	-14%	0.3%
COC(=O)c1c(NC2=NS(=O)(=O)c3ccccc32)sc2c1CCC(C(C)(C)C)C2 (stereo not drawn)	.	.	-13%	.	1.1%
CC1(c2nnc(Cc3ccccc3)o2)CC(c2c(Cl)cccc2Cl)=NO1 (stereo not drawn)	0%	2%	5%	5%	0.1%
O=S(=O)(NN=C1CCCCCCC1)c1ccc(Br)cc1	-8%	0%	6%	-9%	0.4%
CCOC(=O)c1c(C)[nH]c(C(=O)C(C)OC(=O)c2cccc(OCc3c(C)noc3C)c2)c1C (stereo not drawn)	4%	8%	2%	-3%	6.2%
C=C1CCN([C@H](C(=O)Nc2ccc(OC)cc2)C(C)C)S(=O)(=O)c2ccccc21	-7%	14%	13%	-1%	0.2%
COc1ccccc1NC(=O)CNC(=O)c1ccccc1C	3%	-1%	5%	1%	3.4%
CS(=O)(=O)N(CC(=O)N/N=C/c1ccccn1)c1ccc(Oc2ccccc2)cc1	-2%	4%	12%	-3%	0.6%
CCOP(=O)(OCC)C(Nc1cccc([N+](=O)[O-])c1)c1ccc(OC)cc1 (stereo not drawn)	-6%	17%	.	-1%	0.6%
Cc1cc(C)n(-c2ccc(NC(=O)C3CCCCN3C(=O)c3cccs3)cc2)n1 (stereo not drawn)	-10%	17%	-11%	-1%	7.8%
CCCn1c(C)cc(C(=O)CN2C(=O)c3cccc(N)c3C2=O)c1C	6%	0%	-7%	-10%	i
CCc1cccc(NC(=O)CCCn2nc(CC)n3c(cc4occc43)c2=O)c1	1%	32%	-7%	1%	4.4%
Cc1ccc2c(c1)CCCN2C(=O)CSc1ccccc1	0%	20%	15%	-12%	1.3%
COc1ccc(CNC(=O)CSc2n[nH]c(N)n2)cc1OC	4%	-10%	3%	2%	0.7%
Cc1ccc(NC(=O)COc2ccc(/C=N\NC(=O)c3cccnc3)cc2)cc1C	-3%	20%	16%	58%	6.7%
CC1CCCCN1CC(O)COc1ccc(OCC(O)CN2CCCCC2C)cc1 (stereo not drawn)	0%	-16%	-19%	-12%	i
Cc1cc(NC(=O)c2ccc3c(c2)C(=O)N(Cc2cccnc2)C3=O)no1	-4%	-6%	13%	7%	0.4%
COc1cccc2c1Oc1ncccc1N(C(=O)CCC(=O)NCc1ccc(C)cc1)C2	-1%	3%	-9%	1%	1.1%
CC1(C)COC(c2cccc([N+](=O)[O-])c2)OC1	.	.	-24%	.	0.1%
O=C(CN1CCN(S(=O)(=O)c2ccc(F)cc2)CC1)c1ccc(O)c(O)c1	3%	-10%	3%	1%	0.1%
Cc1cc(C)cc(OCC(=O)O/N=C(\N)c2ccccn2)c1	-3%	1%	-5%	-5%	1.3%
CCn1c(SCC(=O)N(Cc2ccccc2)C2CCS(=O)(=O)C2)nc2ccccc2c1=O (stereo not drawn)	1%	-1%	5%	-2%	6.2%
COc1ccc(N(CC(O)Cn2c3ccccc3c3ccccc32)S(=O)(=O)c2ccccc2)cc1 (stereo not drawn)	6%	16%	-5%	10%	3.1%
Cc1cccc(OCC(=O)NCc2nc(-c3ccccc3)no2)c1	-6%	9%	3%	17%	7.8%
